Pf Dd2 growth: blocks in vitro growth of P. falciparum Dd2 | P. falciparum Dd2 growth, SYBR Green, 72 h | Potency, µM (titrated, usually from 28.9 µM), for the others: at the top dose activity, negative = inhibition, hits mostly inhibitors | hit rate 4.3% among 120,000 | AID 1347417; active means well fitted inhibition curve with a large enough effect; inconclusive means small, poorly fitted or top-dose-only effect; inactive means no such curve, though single readings can be large or run the other way;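 further: plate controls were DMSO vehicle for no effect and reference drug for full effect; nearly all actives have a fitted effect of over 65% in size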
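Infected erythrocytes (Dd2, 0.3% parasitemia, 2.5% hematocrit final) are added to compound in RPMI-1640/Albumax II medium, grown 72 h at 37C in low oxygen, then lysed with saponin/Triton-X containing SYBR Green and read by fluorescence.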
Active calls of the source: *; i = inactive; ? = inconclusive; [ ] = remark or other dose. Potency means the concentration at half of the fitted maximal effect. This is a subset (hit frequency here may not be typical).

mol | Pf Dd2 growth
COc1ccc(-n2nc3n(c2=O)CCN([S+](=O)([O-])c2cccs2)C3)cc1 | i
O=S(=O)(c1ccccc1)N1CCCC2(CC(c3ccccc3)=NO2)C1 (stereo unspecified) | ?
CC1(C(=O)N2CCOCC2)CN(Cc2ccccc2)Cc2ccc(Nc3ccccc3)nc21 (stereo unspecified) | -17%
O=c1n(-c2ccc(Cl)cc2)nc2n1CCN([S+](=O)([O-])c1cccc(C(F)(F)F)c1)C2 | 6%
O=C(NC1CCCCC1)C1CN(C(=O)c2ccc(Cl)s2)CC12CCOCC2 (stereo unspecified) | -14%
COc1cc(-c2onc(C)c2C(=O)NCC2CCCO2)cc(OC)c1OC (stereo unspecified) | -8%
CCc1ccc(C(=O)N2CCC3(CC2)C(=O)N(CC(=O)N(C)C)CN3c2ccccc2)cc1 | -6%
Cc1ccc(CN2C(=O)COC[C@H]2C(=O)Nc2cc(F)cc(F)c2)cc1 | -14%
Cc1ccc(OCC(=O)Nc2ccccc2C(=O)OCc2cc(=O)n3ccsc3n2)cc1 | ?
O=C(Nc1ccccc1)O[C@@H]1CO[C@H]2[C@@H]1OC[C@@H]2NCc1ccccc1 | ?
Cc1ccc(S(=O)(=O)NCCSc2nnnn2-c2ccc(Cl)c(C(=O)O)c2)cc1 | 28%
Cc1ccc(CCNC(=O)C2CCN(C(=O)c3nnn4c3COC(c3ccc(C)cc3)C4)CC2)cc1 (stereo unspecified) | i
COC(=O)CNC(c1ccccc1)c1cc(Br)ccc1NC(=O)c1ccc(Cl)cc1 (stereo unspecified) | i
O=C(Nc1ccc(OC(F)(F)F)cc1)C1CCN(S(=O)(=O)c2ccc3[nH]c(=O)ccc3c2)CC1 | 3%
Cc1cnc(C(=O)N[C@@H]2CCC[C@@H]2C(=O)Nc2ccc3c(c2)OCCO3)cn1 | -26%
CC(C)(C)c1ccc(C(=O)Nc2nc3nc(-c4ccccc4)cc(=O)n3[nH]2)cc1 | 11%
COC(=O)c1ccc2c(c1)nc1n2[C@@H](CNC2CCOCC2)COC1 | -14%[44.1 µM]
O=C(c1ccc(Cl)nc1)N1CCC(c2nn(-c3ccccc3)c(=O)[nH]2)CC1 | -19%
CCc1nnc([C@@H]2CC(F)(F)CN2C(=O)CCn2nc(C)cc2C)o1 | 23%
Cc1ccc(Cn2c(=O)n(Cc3ccc(Cl)cc3)c(=O)c3cccnc32)cc1 | ?
COc1cc(F)ccc1-c1nccc2c(=O)cc(-c3cnn(C)c3)oc12 | ?
CC(C)(C)c1ccc(OCC(=O)Nc2ccc(S(=O)(=O)Nc3ncccn3)cc2)cc1 | ?
COCCCNC(=O)c1ccc(Cn2c(=O)c3ccccc3n(Cc3c(C)cc(C)cc3C)c2=O)cc1 | -8%
COc1cc(NC(=O)N[C@H]2CO[C@H]3[C@@H]2OC[C@H]3OC(=O)Nc2cccc(C(C)=O)c2)cc(OC)c1 | -24%
COc1ccccc1CC(=O)N1CCCc2ncc(C(=O)N3CCCC[C@@H]3Cc3ccccc3)cc21 | 7.9µM*
Cc1ccc(NC(=O)O[C@@H]2CC[C@]3(C)C(CC[C@@H](O)[C@H]3CC(=O)N3CCC[C@H]3CO)[C@]2(C)CO)cc1 (stereo partly specified) | i
O=C(Nc1ccccc1)c1cc2n(n1)CC(c1ccc(Br)cc1)OC2 (stereo unspecified) | i
COC1CCC(C(=O)N2CC(CNc3ccccc3)C3(C2)CN(c2ccccc2)C3)CC1 (stereo unspecified) | -9%[44.1 µM]
O=C(Cc1ccc(F)cc1)NC1CCN(c2cc(-c3ccccc3)[nH]n2)CC1 | -7%
Cc1cnn(CCC(=O)N2CC(F)(F)C[C@H]2c2nc(C)no2)c1 | 0%
Cc1ccc2nc3n(c2c1)[C@@H](CNC(=O)c1ccncc1)COC3 | -15%[44.1 µM]
CNC(=O)[C@@H](Cc1ccccc1)N1CCC[C@H]1C(=O)NCc1ccccn1 | -2%[44.1 µM]
COc1cccc(NC(=O)CSC2=Nc3ccccc3C3=NC(CCC(=O)NCCc4ccccc4)C(=O)N23)c1 (stereo unspecified) | -18%
OCC1(Cc2cccc(Cl)c2)CCCN(Cc2nc(-c3ccc(F)cc3)cs2)C1 (stereo unspecified) | ?
COc1ccc(-c2cc(-c3ccc(F)cc3OC)cn3cncc23)cc1 | 6.3µM*
Cn1c(Cn2cccn2)nnc1C1CCCN(C(=O)c2ccc(=O)[nH]c2)C1 (stereo unspecified) | -2%
COc1ccc(CN2C(=Nc3ccccc3)S[C@H]3[C@@H]2[C@@H](O)[C@H](O)C[C@@H]3C(N)=O)cc1 | -9%[44.1 µM]
Cc1ccc(C(=O)N2CCC(n3cc(-c4nc(C(C)C)no4)nn3)C2)cc1C (stereo unspecified) | i
CCCC(=O)Nc1cccc(-c2cn3c(C)csc3n2)c1 | 28%
O=C(Cc1cccs1)NC1CC(=O)N(c2ccc(Cl)cc2)C1 (stereo unspecified) | 22%
CCc1ccc(NC(=O)CCS(=O)(=O)c2ccc3c(c2)CCN3C(C)=O)cc1 | -9%
c1ccc(C2=NOC3(CCCN(CC4CCCC4)C3)C2)nc1 (stereo unspecified) | -20%[44.1 µM]
CCOc1ccc(NC(=O)C2CCCN(c3nnc(-n4c(C)ccc4C)s3)C2)cc1 (stereo unspecified) | ?
CCCC1=Nc2cc(C(=O)NCCc3ccc(C)cc3)ccc2Sc2ccc(C)cc21 | ?
N#Cc1ccc(CN2CCCC3(Cc4ccccc4NC3=O)C2)cc1 (stereo unspecified) | ?
Cc1oc2c(c1C(=O)NCCN(C)C)CN(C(=O)c1ccncc1)CC2 | -9%
COc1ccccc1C(=O)NC[C@H]1COCc2nc3cc(C)ccc3n21 | -14%[44.1 µM]
O=C(NC1CCCCC1)N1C[C@@H]2C[C@H](C1)c1c(/C=C/c3ccc(Cl)cc3)ccc(=O)n1C2 | -20%
C[S+](=O)([O-])N1CCN(c2ccc(C=O)cc2)C(=O)C1 | 8%[44.1 µM]
Cc1cccc(S(=O)(=O)c2cn(Cc3ccc(F)cc3)c3cc(N4CCCCC4)c(F)cc3c2=O)c1 | ?

3 entries from above, as labelled records.
C[S+](=O)([O-])N1CCN(c2ccc(C=O)cc2)C(=O)C1
  Pf Dd2 growth = 8%[44.1 µM]
Cc1oc2c(c1C(=O)NCCN(C)C)CN(C(=O)c1ccncc1)CC2
  Pf Dd2 growth = -9%
c1ccc(C2=NOC3(CCCN(CC4CCCC4)C3)C2)nc1 (stereo unspecified)
  Pf Dd2 growth = -20%[44.1 µM]

(next part)
mol | Pf Dd2 growth
CNc1nccc(N2CCC(CC(=O)NCc3cc(OC)cc(OC)c3)CC2)n1 | -19%
CCCNC(=O)N1CCC2(CCC2NC(=O)COC)CC1 (stereo unspecified) | 12%
Cc1noc([C@@H]2CC(F)(F)CN2C(=O)COc2ccccc2)n1 | 13%
CCCNC(=O)N1CC[C@@H](CC(=O)O)[C@@H](CC2=NCCc3cc(F)ccc32)C1 | i
O=C(c1nnc(CNCc2cnccn2)n1-c1ccccc1)N1CCC[C@@H]1C(c1ccccc1)c1ccccc1 | ?
CCC(=O)N1c2ccccc2CC1C(=O)NCCCN1CCN(c2ccccc2)CC1 (stereo unspecified) | ?
CC(=O)N1CCCc2cc(S(=O)(=O)N3CCC(C(=O)NCCC(C)C)CC3)ccc21 | -8%
CCNC(=O)NC[C@@H]1C=C(C)[C@H](Cc2nnc(-c3ccccc3F)o2)C[C@H]1C(C)C | ?
O=C(Nc1cccc(C(F)(F)F)c1)O[C@@H]1CO[C@H]2[C@@H]1OC[C@@H]2NS(=O)(=O)c1cccs1 | ?
CCOc1cccc(CC(=O)N2CCc3c([nH]c4ccccc34)C2c2ccc(C)cc2)c1OCC (stereo unspecified) | ?

Entries from the list above containing a thiophene ring, fused or not:
mol | Pf Dd2 growth
COc1ccc(-n2nc3n(c2=O)CCN([S+](=O)([O-])c2cccs2)C3)cc1 | i
O=C(NC1CCCCC1)C1CN(C(=O)c2ccc(Cl)s2)CC12CCOCC2 (stereo unspecified) | -14%
O=C(Cc1cccs1)NC1CC(=O)N(c2ccc(Cl)cc2)C1 (stereo unspecified) | 22%
O=C(Nc1cccc(C(F)(F)F)c1)O[C@@H]1CO[C@H]2[C@@H]1OC[C@@H]2NS(=O)(=O)c1cccs1 | ?

(list continues)
mol | Pf Dd2 growth
CCCNC(=O)N1CCCCC1c1n[nH]c(C)n1 (stereo unspecified) | 10%
COc1ccccc1OCC(=O)NCC1(N2CCOCC2)CCCCC1 | ?
CC(C)NC(=O)c1ccc2c(c1)C1(CCN(CC3CC3)C1)CN2Cc1ccccc1 (stereo unspecified) | i
O=C1Nc2ccccc2OCC12CCN(CC1CC1)CC2 | ?
CCOc1ccccc1C(=O)N1CC2CC(C1)[C@H]1CCCC(=O)N1C2 (stereo partly specified) | 5%
O=C(Cn1ncc2c3ccccc3n(Cc3ccccc3F)c2c1=O)NC1CCCCCC1 | -24%
O=C(c1ccccc1Cl)N1CCN(c2cc(-c3ccc(Cl)cc3)[nH]n2)CC1 | i
O=C(CCC1CCN(c2cc(NC3CC3)ncn2)CC1)NCc1ccc(F)cc1F | ?
CC[C@H](C)[C@H](N)C(=O)N1CCC(Cn2cc(C3CCCC3)nn2)CC1 | ?
CC(C)Oc1ccc(CNC(=O)c2ccc3nc(Cc4ccccc4)oc3c2)cc1 | -23%
COC(=O)c1cc2oc(C)cc2n1Cc1ccc(C)cc1 | 24%
O=C(c1cc(F)ccc1F)N1CCCC(c2nn[nH]n2)C1 (stereo unspecified) | 21%
COc1ccc(CC(=O)N2C[C@@H](CO)[C@H](c3ccccn3)C2)cc1 | 1%
CCc1noc(-c2cn(C3CCN(C(=O)c4ccc(Cl)cc4)CC3)nn2)n1 | i
COCCN1C(=O)CCc2cc(NC(=O)c3ccccc3C)ccc21 | 4%
COc1ccc(S(=O)(=O)N2CCN(c3ccccc3)CC2)cc1-c1noc(C)n1 | -8%
N[C@@H]1CC[C@H](C(=O)NCc2csc(N3CCCC3)n2)C1 | 11µM*
CCNc1ncc(C(=O)NC(C)c2cnn(-c3ccccc3C)c2C)cn1 (stereo unspecified) | 11%
Nc1nc2c(c(C(=O)N[C@H](c3ccccn3)C3CC(O)C3)n1)CCCC2 (stereo partly specified) | -24%
COc1ccc(CCc2nc(C3CC(=O)N(Cc4ccccc4OC)C3)no2)cc1 (stereo unspecified) | -5%
CCc1cccc2c(C(CC(=O)NCc3ccco3)c3cccc([N+](=O)[O-])c3)c[nH]c12 (stereo unspecified) | -17%
CC(=O)N1C[C@@H]2CCCN3CCC[C@@H]([C@H]23)[C@H]1CCCC(=O)NCCN(C)C1CCCCC1 | i
Cc1ccccc1NC(=O)N1CCOCC1CC(=O)NCc1cccnc1 (stereo unspecified) | 2%
Cc1ccc(C2=Nc3ccccc3NC(c3ccncc3)=N2)cc1 | 14%
CN(CCCO)C(=O)c1cccc(CC2CCNCC2)c1 | 25%
Cc1ccc(Cl)cc1N1CCN(C(=O)CCn2ccn3nc4c(c3c2=O)CCCC4)CC1 | -11%
CCCC(O)c1nc2ccccc2n1Cc1ccccc1OC (stereo unspecified) | ?
Cc1ccccc1CNC(=O)c1cc2cccc3c2n1CC(C)S3 (stereo unspecified) | 5%
O=C(Nc1ccc(Br)cc1)C1CCCN1S(=O)(=O)c1ccc(F)cc1 (stereo unspecified) | 20%
Cc1ccc(NC(=O)c2ccc(Cl)cc2Cl)c(C(=O)c2ccccc2)c1 | ?
Cc1ccc(Cn2c(=O)n(CC3CCC(C(=O)N4CCC(C)CC4)CC3)c(=O)c3sccc32)cc1 (stereo unspecified) | -24%
COCCC1(CO)CCCN(C(=O)c2cc(C3CC3)[nH]n2)C1 (stereo unspecified) | -6%
COc1ccc(F)c(C(=O)N2CCC3(CC2)[C@H](O)C[C@@H]3O)c1F | -1%
Cc1cc(C)c(NC(=O)Cn2cc(S(=O)(=O)Cc3ccccc3F)c3ccccc32)c(C)c1 | i
COc1ccc(C(=O)N2CC(=O)N(C3CCCCC3)CC(OCc3ccncc3)C2)c(OC)c1 (stereo unspecified) | -25%
CCOc1ccc(-c2nc(CSCC(=O)NCCc3ccccc3)c(C)o2)cc1 | ?
Cc1ccc(-c2cc(N3CCCN(C(=O)c4ccccc4F)CC3)n[nH]2)cc1C | ?
Cc1ccc(NC(=O)NCCOCCn2c(=O)oc3ccccc32)c(C)c1 | 45%[activator]
CC(C)CCN1CCn2c(nn(-c3ccc(Cl)cc3)c2=O)C1 | 3%
CSc1ccc(CCNC(=O)c2ccc(-c3nc(COc4ccc(C)cc4)c(C)o3)cc2)cc1 | 32%[activator]
O=C(NCC(c1ccc2c(c1)OCO2)N1CCN(c2ccccc2)CC1)c1ccccc1 (stereo unspecified) | ?
COCCc1noc(-c2ccc(N(C)CCc3cnn(C)c3)nc2)n1 | 0%
Cc1ccc(NC(=O)CSc2nnc3scc(-c4ccc(Cl)cc4)n23)cc1 | 1%
CN1CCC(N2CC[C@@H]3[C@H]2C(=O)NC[C@H](CCC(=O)Nc2ccccc2)N3C)CC1 | 29%[44.1 µM]
Cc1ncc2c(c1CNC(=O)COc1ccc(F)cc1)CCNC2 | 6%
COc1cc2c(cc1OCc1ccncc1)NC(=O)C21CCN(C(=O)C2CCC2)CC1 | i
CN(CCCc1cnn(C)c1)C(=O)[C@H]1CNC[C@@H](C(=O)N2CCOCC2)C1 | -3%
